# From PubChem BioAssay
# PKA-R1A activ – activators of PKA-R1A holoenzyme, primary screen, biochemical, fluorescence polarization, Cy5-IP20, bovine R1A, mouse PKAc; cAMP-dependent protein kinase type I-alpha regulatory subunit (Bos taurus) + …; PKA-R1A dissociation; scaled: DMSO 0%, 113 µM cGMP 100%; activation, % at 11.4 µM; hit rate 0.083% among 340,000; AID 504707, 2011;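 active means percent activation above the mean of all tested compounds plus 3 SD, cut at about 19% in these data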;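 further: higher means more PKAc released from R1A so a rise in polarization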
# SUMO Mot1 rescue – yeast Mot1-301 growth rescue at high temperature, primary screen, SUMOylation pathway inhibitor project, S. cerevisiae, ATP luminescence, 38.5C | AID 2716, 2010 | growth rescue, % at 18.8 µM | hit rate 1% among 320,000 | S. cerevisiae Mot1-301 growth rescue; percent above DMSO median, 100 means doubled;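 active means every valid replicate shows activation above 250% relative to neutral control wells; inactive means the rest, any valid replicate at or below 250%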;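 further: OY570 slx delta 5 strain wells were the positive control but not used for scaling; some compounds called inactive have numbers as strong as hits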
# HTR5A inv ag – HTR5A inverse agonists in luminescence cell assay, primary screen, counter-screen for OPRM1-OPRD1 heterodimer inverse agonist project, full-deck HTS. 5-hydroxytryptamine receptor 5A (Homo sapiens), P47898. HTR5A cell line, inverse agonism. inhibition, % at 9.3 µM. hit rate 0.083% among 340,000; in the data active means inhibition mostly above about 23%, no sharp cut-off; inactive means mostly below about 18%;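 further: 0% = cells with DMSO and 100% = no-cell wells with DMSO; some compounds called inactive have numbers as strong as hits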
# phage Ecoli inh – growth loss of phage-infected E. coli, primary screen, RecBCD inhibitor project, absorbance, with phage, HTS | hit rate 0.26% among 360,000 | inhibition, % at 11.9 µM; in the data active means inhibition above about 11%
# AddAB inh – growth inhibition of E. coli expressing H. pylori AddAB, primary screen, AddAB inhibitor project, absorbance | inhibition, % at 11.9 µM | hit rate 0.29% among 330,000; in the data active means inhibition above about 12%;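 further: 0% = vehicle wells of infected cells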
# E coli growth – E. coli V3065 growth inhibition, primary screen, counter-screen for AddAB inhibitor project, absorbance, OD600; inhibition, % at 11.9 µM; hit rate 0.27% among 330,000; 18 h;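 active means inhibition above the campaign's mean inhibition across all tested compounds plus 3 SD, cut at about 9.9% in these data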;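 further: uninfected addAB+ strain grown without phage in ampicillin broth; 0% = DMSO wells and 100% = ciprofloxacin 0.95 µg/ml wells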
# MOR-DOR inv ag – inverse agonists of MOR-DOR heterodimerization, primary screen, cell-based, luminescence; cell-based MOR-DOR heterodimer luminescence, inverse agonism; inhibition, % at 9.3 µM; hit rate 0.21% among 340,000; AID 504357, 2011; Mu-type opioid receptor (Homo sapiens) + Delta-type opioid receptor (Homo sapiens), …; in the data active means inhibition above about 22%, passing the limit was not always enough;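 further: 0% = cells with DMSO and 100% = wells without cells with DMSO; values of inactives mirror those of a sister screen read the other way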
# HTR5A ag – HTR5A agonists in luminescence cell assay, primary screen, counter-screen for OPRM1-OPRD1 heterodimer agonist project, full-deck HTS | 5-hydroxytryptamine receptor 5A (Homo sapiens), P47898 | cell-based | activation, % at 9.3 µM | hit rate 0.61% among 340,000; in the data active means activation mostly above about 9.5%, no sharp cut-off; inactive means mostly below about 7.6%;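 further: 0% = cells with vehicle only and 100% = reference agonist; strong numbers were not always called active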
# PfHsp90 set2 – growth inhibition of PfHsp90-expressing yeast, primary screen, antimalarial PfHsp90 inhibitor project, S. cerevisiae, BacTiter-Glo luminescence, single point, set 2 | inhibition, % at 9.4 µM | AID 504621, 2011 | hit rate 0.32% among 310,000 | BacTiter-Glo ATP, 48 h; yeast lacking PDR1 and PDR3 efflux regulators;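 active means every replicate shows inhibition above about 80%, whatever the replicate mean, limit read from the data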;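 further: 0% = DMSO neutral controls and 100% = 20 µM radicicol positive controls; yeast relying on Plasmodium falciparum Hsp90 in place of its own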
# MOR-DOR ag – agonists of OPRM1-OPRD1 heterodimerization, primary screen, cell-based, luminescence; cells; activation, % at 9.3 µM; Mu-type opioid receptor (Homo sapiens) + Delta-type opioid receptor (Homo sapiens), …; hit rate 0.3% among 340,000; in the data active means activation above about 18%;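 further: 0% = vehicle-treated cells and 100% = reference agonist; values of inactives mirror those of a sister screen read the other way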
# Pemphigus Ab inh – inhibitors of pemphigus antibody binding to DSG3, primary screen, biochemical, bead-based, flow cytometry, scFv-GFP. DSG3-coupled beads, scFv-anti-DSG3-GFP binding; active compounds read low. binding (percent of control), % at 10 µM. hit rate 0.48% among 310,000;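 active means binding more than 3 SD below its plate's average and above zero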;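 further: hits lower antibody fragment binding to DSG3; some compounds called inactive have numbers as strong as hits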
# Target sequence (P32926 whole entry, looked up, the tested form may be a part): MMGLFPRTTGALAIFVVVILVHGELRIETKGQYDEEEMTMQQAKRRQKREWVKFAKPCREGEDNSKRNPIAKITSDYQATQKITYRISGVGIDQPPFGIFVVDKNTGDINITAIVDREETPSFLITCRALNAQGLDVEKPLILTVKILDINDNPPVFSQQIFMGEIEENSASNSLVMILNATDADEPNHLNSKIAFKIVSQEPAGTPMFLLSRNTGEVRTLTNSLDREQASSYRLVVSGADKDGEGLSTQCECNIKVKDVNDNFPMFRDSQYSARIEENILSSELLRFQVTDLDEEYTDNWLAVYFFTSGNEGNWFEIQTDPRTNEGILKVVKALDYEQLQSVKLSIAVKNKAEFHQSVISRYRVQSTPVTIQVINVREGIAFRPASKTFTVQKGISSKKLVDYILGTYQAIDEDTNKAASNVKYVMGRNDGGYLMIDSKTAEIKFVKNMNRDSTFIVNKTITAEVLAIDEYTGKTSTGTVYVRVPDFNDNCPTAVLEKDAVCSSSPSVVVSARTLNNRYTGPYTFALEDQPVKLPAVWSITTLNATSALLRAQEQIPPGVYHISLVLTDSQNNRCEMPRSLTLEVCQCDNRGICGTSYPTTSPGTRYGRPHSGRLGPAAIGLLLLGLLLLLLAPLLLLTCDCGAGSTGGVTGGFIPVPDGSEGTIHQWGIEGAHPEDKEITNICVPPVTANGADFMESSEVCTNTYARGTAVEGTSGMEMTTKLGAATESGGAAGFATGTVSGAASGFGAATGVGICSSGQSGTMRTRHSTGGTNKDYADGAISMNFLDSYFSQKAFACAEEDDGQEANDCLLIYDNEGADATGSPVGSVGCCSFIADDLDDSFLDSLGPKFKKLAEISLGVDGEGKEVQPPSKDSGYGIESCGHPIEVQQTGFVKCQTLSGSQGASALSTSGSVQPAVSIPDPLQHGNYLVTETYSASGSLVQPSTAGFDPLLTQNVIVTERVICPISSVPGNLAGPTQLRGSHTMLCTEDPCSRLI
# An asterisk follows results filed as active; nt = not tested or not shown.
SMILES,PKA-R1A activ,SUMO Mot1 rescue,HTR5A inv ag,phage Ecoli inh,AddAB inh,E coli growth,MOR-DOR inv ag,HTR5A ag,PfHsp90 set2,MOR-DOR ag,Pemphigus Ab inh
O=C(O)C1C2C=CC(C2)C1C(=O)NC1CCN(Cc2ccccc2)CC1 (stereo not given),9.0,-3.1,6.0,3.4,0.5,2.5,12.6,-2.5,nt,-2.6,99.1
CC1=CC(C)(C)Nc2ccc(OC(=O)CCN3C(=O)c4ccccc4C3=O)cc21,-8.2,1.0,-2.8,2.7,-0.7,-0.6,-32.2,-0.9,8.0,6.3,107.0
COC(=O)c1cc(-c2c(C)oc3cc(OC)ccc3c2=O)c(C)o1,12.3,166.0,-3.9,0.4,0.8,0.9,-2.5,-1.3,18.0,0.5,83.8
CCn1c(C(=O)O)c(CC(=O)Nc2ccc(Br)cc2C)c2ccccc21,4.0,4.8,-11.2,-0.2,-1.6,-3.4,7.5,2.9,0.3,-1.3,96.2
Cc1cc(C)cc(-n2nc(C)cc2N)c1,4.5,-2.8,13.9,1.9,2.0,1.3,-5.7,-1.1,-8.3,1.1,115.9
COc1cccc(/C=N/NC(=O)c2ccc(=O)n(C)c2)c1O,-1.1,-3.5,-9.2,0.0,-4.1,-4.8,4.0,5.5,3.7,-0.6,97.5
CCN(CC)S(=O)(=O)c1cccc(C(=O)Nc2cc3oc4ccccc4c3cc2OC)c1,-2.5,-16.8,-2.4,1.7,2.8,-0.5,3.3,-1.2,-33.6,-0.6,126.5
CCCc1cc(=O)[nH]c(SCC(=O)OCc2ccccc2)n1,-1.6,-2.7,-15.5,3.4,0.0,0.7,5.0,0.7,27.3,-0.9,93.7
CCN(CC)c1nc(Oc2ccc(C(=O)NN)cc2)nc(Oc2ccc(C(=O)NN)cc2)n1,2.6,-17.0,-1.1,1.8,nt,nt,4.2,0.3,11.8,-0.8,95.4
CCOc1ccccc1CN1CCNC(=O)C1CC(=O)NCc1nc(C)cs1 (stereo not given),-7.2,-5.9,13.8,-4.0,nt,nt,2.1,6.5,-14.6,-0.4,108.9

# 4 records drawn at random from those above:
SMILES,PKA-R1A activ,SUMO Mot1 rescue,HTR5A inv ag,phage Ecoli inh,AddAB inh,E coli growth,MOR-DOR inv ag,HTR5A ag,PfHsp90 set2,MOR-DOR ag,Pemphigus Ab inh
Cc1cc(C)cc(-n2nc(C)cc2N)c1,4.5,-2.8,13.9,1.9,2.0,1.3,-5.7,-1.1,-8.3,1.1,115.9
O=C(O)C1C2C=CC(C2)C1C(=O)NC1CCN(Cc2ccccc2)CC1 (stereo not given),9.0,-3.1,6.0,3.4,0.5,2.5,12.6,-2.5,nt,-2.6,99.1
CCn1c(C(=O)O)c(CC(=O)Nc2ccc(Br)cc2C)c2ccccc21,4.0,4.8,-11.2,-0.2,-1.6,-3.4,7.5,2.9,0.3,-1.3,96.2
CCCc1cc(=O)[nH]c(SCC(=O)OCc2ccccc2)n1,-1.6,-2.7,-15.5,3.4,0.0,0.7,5.0,0.7,27.3,-0.9,93.7

# Additional results:
SMILES,PKA-R1A activ,SUMO Mot1 rescue,HTR5A inv ag,phage Ecoli inh,AddAB inh,E coli growth,MOR-DOR inv ag,HTR5A ag,PfHsp90 set2,MOR-DOR ag,Pemphigus Ab inh
OC(COCC1COc2ccccc2O1)CN1CCN(c2ccc(F)cc2)CC1 (stereo not given),1.1,12.2,12.2,2.2,-1.4,-0.3,4.8,-3.3,-8.7,-0.9,101.1
CCSc1nc2c(cnn2-c2ccc(C)c(C)c2)c(=O)[nH]1,7.5,52.5,-6.9,-0.1,1.8,-2.1,10.7,2.4,-5.0,-1.8,108.8
CCOC(=O)c1cn(-c2ccccc2)nc1-c1cccnc1,-4.0,-13.7,-2.4,2.5,4.0,4.1,-7.1,0.5,nt,1.3,112.1
Cc1c(C(=O)NC(C)C)sc2ncn(CC(=O)N3CCC(C)CC3)c(=O)c12,-1.5,-13.7,-26.4,0.6,1.5,4.8,14.8,-2.5,nt,-2.6,125.1
O=C(Nc1cccc(F)c1)/C(=C\c1ccco1)NC(=O)c1ccco1,-4.7,-4.2,-36.1,0.6,3.6,-0.9,15.7,3.3,0.6,-3.0,105.9
CC(OC(=O)c1cccnc1)C(=O)Nc1ccc2c(c1)OCO2 (stereo not given),-6.1,493.4,-10.7,4.1,-0.8,0.5,8.6,3.9,0.6,-1.9,99.6
CC(=O)Nc1ccc(Nc2nnc(-c3ccc(C)c(S(N)(=O)=O)c3)c3ccccc23)cc1,2.1,-3.4,-4.9,-0.7,-0.6,-2.5,6.7,1.4,-17.8,-1.4,nt
Cc1cc(C(=O)OCC(=O)c2ccc3c(c2)NC(=O)CO3)c2ccccc2n1,14.5,-0.9,-15.0,1.7,3.5,2.2,14.4,1.2,-18.0,-2.7,101.0
Cc1cccc(N2CCN(c3ccc(NC(=O)/C=C(/C(=O)O)c4ccccc4)cc3)CC2)c1,-11.8,19.8,-7.5,-0.3,5.3,-1.0,6.5,7.0,-30.9,-1.4,117.0
Cc1ccc(NS(=O)(=O)c2cc(C(=O)O)ccc2Cl)cc1,6.1,7.1,13.9,3.6,-1.8,-4.0,12.1,2.3,-10.0,-2.3,100.3
CC(=O)C1(O)C(C)CC2C3CCC4CC(O)CCC4(C)C3=CCC21C (stereo not given),-8.8,0.5,-0.3,1.7,1.3,2.9,-29.2,0.1,-34.0,4.9,103.3
CS(=O)(=O)N(Cc1ccccc1)c1ccc(C(=O)Nc2ccccc2Sc2ccccc2)cc1,1.4,-3.2,7.0,2.5,-0.7,-2.6,9.7,-2.6,-2.8,-1.6,97.7
CCCn1ncc(CN2CCN(Cc3ccc(C)o3)C(CCO)C2)c1C (stereo not given),0.4,-15.5,-9.5,-0.9,-1.3,-0.3,-17.0,3.2,8.8,3.4,87.8
O=C(Nc1cccc(S(=O)(=O)N2CCCCC2)c1)c1cc(=O)[nH]c2ccccc12,0.4,11.5,-10.5,-0.1,0.9,0.4,13.7,2.7,6.3,-2.8,nt
COc1cccc(N2C(=O)CC(N3CCc4ccccc4C3)C2=O)c1 (stereo not given),-10.6,170.0,6.8,2.6,1.7,0.3,9.6,-0.5,3.8,-1.8,113.4
Cc1cc(NC(=O)Cc2ccsc2)ccc1Br,8.1,31.5,-9.6,6.0,-1.0,-0.3,3.2,2.5,2.5,-0.7,95.6
CC(C)NC(=O)Nc1n[nH]c(Nc2ccc(Cl)cc2)n1,4.6,0.1,-26.9,-0.7,-0.5,-2.5,12.5,8.0,1.4,-2.4,109.9
O=C(CN1C(=O)NC2(CCc3ccccc32)C1=O)NCC(=O)Nc1ccc(F)cc1 (stereo not given),4.1,-14.0,6.1,0.6,-1.6,-0.3,-3.2,-2.5,12.5,0.8,108.2
c1cncc(-c2noc(CC3CCCCC3)n2)c1,3.8,13.0,-2.3,2.9,-0.2,-0.3,-1.9,1.7,4.4,0.3,98.7
CS(=O)(=O)c1ccccc1C(=O)N(CCc1ccccc1)Cc1ccccc1,-15.1,-5.3,-11.4,1.5,-0.4,-0.1,9.2,-1.7,-13.9,-1.7,nt

# In the list so far, these contain a Cl atom.
SMILES,PKA-R1A activ,SUMO Mot1 rescue,HTR5A inv ag,phage Ecoli inh,AddAB inh,E coli growth,MOR-DOR inv ag,HTR5A ag,PfHsp90 set2,MOR-DOR ag,Pemphigus Ab inh
Cc1ccc(NS(=O)(=O)c2cc(C(=O)O)ccc2Cl)cc1,6.1,7.1,13.9,3.6,-1.8,-4.0,12.1,2.3,-10.0,-2.3,100.3
CC(C)NC(=O)Nc1n[nH]c(Nc2ccc(Cl)cc2)n1,4.6,0.1,-26.9,-0.7,-0.5,-2.5,12.5,8.0,1.4,-2.4,109.9

# Following part
SMILES,PKA-R1A activ,SUMO Mot1 rescue,HTR5A inv ag,phage Ecoli inh,AddAB inh,E coli growth,MOR-DOR inv ag,HTR5A ag,PfHsp90 set2,MOR-DOR ag,Pemphigus Ab inh
COc1ccc(OCc2cc(C(=O)NC(C)Cc3ccccn3)no2)c(Cl)c1 (stereo not given),-6.7,13.8,6.6,-0.1,0.6,4.2,-1.6,1.9,9.3,0.3,97.1
CC(C)CN(CC(C)C)C(=O)C12CCC(C)(C(=O)O1)C2(C)C (stereo not given),-10.3,106.4,-2.3,-0.5,1.9,-2.2,2.3,3.6,6.5,-0.4,102.8
Cn1nnnc1SCC(=O)N1N=C(c2cccs2)CC1c1cccs1 (stereo not given),3.4,-21.4,-5.5,3.9,0.5,-0.3,17.9,3.1,nt,-4.5,97.2
CCCCc1nnc(NC(=O)c2ccccc2OCc2c(C)noc2C)s1,4.8,-14.3,6.1,3.8,1.1,-1.6,7.0,1.6,2.9,-1.1,101.6
O=[N+]([O-])c1ccc(N2CCCCC2)cc1NCCOc1ccccc1,0.1,-8.4,-23.3,3.9,6.1,-2.5,-2.6,6.8,18.7,0.5,102.9
CCOCC(=O)Nc1cc(S(=O)(=O)N2CCOCC2)ccc1N1CCCCC1,-11.8,-6.0,-19.6,1.4,0.6,2.5,-8.4,1.5,-16.0,1.5,102.5
COc1ccc(OS(=O)(=O)c2ccc(N3C(=O)CCC3=O)cc2)cc1,6.1,2.6,-3.4,4.5,1.1,-2.7,0.9,-1.5,0.7,-0.1,95.8
Cc1ccc(C)c(OCc2cc(C(=O)NC(c3ccccn3)C(F)(F)F)no2)c1 (stereo not given),2.7,-8.8,-8.7,3.4,0.1,0.6,0.3,2.5,-1.2,-0.1,100.8
Cc1ccc(C(=O)Nc2nc(-c3ccccn3)cs2)s1,-6.5,28.4,-1.8,-4.2,-2.1,-5.5,6.3,0.7,72.7,-1.5,109.2
CCCCCC(=O)N1CC2(CC(c3cccc(NC(=O)[C@@H]4CCC(=O)N4)c3)=NO2)C[C@@H]1C(N)=O (stereo not given in full),-0.9,0.1,-7.9,2.9,5.0,0.0,12.8,3.1,4.6,-2.3,108.4
O=C(Nc1cccc(-c2cn3ccccc3n2)c1)C1CC1,-4.5,nt,7.6,5.1,2.9,2.2,5.8,4.4,-18.9,-1.2,99.2
CCn1c(=O)cc(OCC(=O)NCc2ccc(C)o2)c2ccccc21,-12.5,38.9,7.8,1.8,1.8,-1.9,11.2,-3.5,1.1,-2.3,99.6
